Source: PubChem (several laboratories)
NPY Y2 blocker = NPY-Y2 (human) receptor antagonism; NPY-Y2 expressing cells, antagonist mode; hit rate 0.99% among 140,000; inhibition, % at 2.7 µM; P49146; AID 793; in the data active = inhibition above about 17%;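 note: 0% = vehicle with agonist challenge and 100% = reference antagonist with challenge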
Target sequence (P49146 whole entry, looked up): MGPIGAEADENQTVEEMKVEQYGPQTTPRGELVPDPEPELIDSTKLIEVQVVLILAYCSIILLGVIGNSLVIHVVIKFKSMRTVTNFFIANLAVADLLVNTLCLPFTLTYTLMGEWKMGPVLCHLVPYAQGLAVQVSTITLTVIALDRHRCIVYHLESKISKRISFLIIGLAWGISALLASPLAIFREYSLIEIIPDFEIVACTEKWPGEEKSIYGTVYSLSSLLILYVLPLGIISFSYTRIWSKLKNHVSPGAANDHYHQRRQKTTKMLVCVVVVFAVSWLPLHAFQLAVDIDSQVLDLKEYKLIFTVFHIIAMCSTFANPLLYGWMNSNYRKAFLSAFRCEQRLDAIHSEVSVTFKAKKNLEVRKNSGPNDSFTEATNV
Phagocyt inh = inhibitors of macrophage phagocytosis | AID 1029 | hit rate 0.07% among 110,000 | J774A.1 macrophage IgG-bead phagocytosis, imaging | inhibition, % at 5 µM;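 active = inhibition above the mean of the plate negative controls plus 5 SD, cut at about 13% in these data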;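 note: phagocytic index as fraction of beads internalized from green versus red external bead signal; plate controls were DMSO negative control for no effect and cytochalasin-D positive control for full effect; some results beyond the cut were filed as inactive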
HCT116 bCat-KO = beta-catenin-lacking colon tumor cell growth suppression; HCT116 beta-catenin knockout viability, CellTiter-Glo, 60 h; hits give low values; viability, % at 10 µM; hit rate 1.5% among 140,000;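 active = viability at or under a set limit, the compound median less 4 SD, cut at about 6% in these data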;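 note: 0% = Hyamine 1622 control at 20 µM and 100% = untreated cell control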
Measles CPE = protection of cells from measles virus; AID 841; Measles virus-infected cells, CPE protection, absorbance; hit rate 1.5% among 140,000; protection (pct of control), % at 4 µM; in the data active = protection mostly above about 24%, no sharp cut-off; inactive = mostly below about 26%; note: some compounds called inactive have numbers as strong as hits
Yeast lifespan up = yeast lifespan extension | S. cerevisiae growth with nicotinamide, OD615; deaD strain in restrictive glucose medium | inhibition of the nicotinamide effect, % at 10 µM | hit rate 0.68% among 130,000 | AID 775;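 active = inhibition above a set limit, placed 3 SD over the median of all compounds, cut at about 26% in these data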;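 note: 0% = nicotinamide-treated wells and 100% = cells grown without nicotinamide; some compounds called inactive have numbers as strong as hits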
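Material: Modified budding yeast, DeaD strain | Medium: Restrictive glucose medium | Probe or stimulus: 1.5 mM nicotinamide | Dosing: Single dose 10 µM compound, 0.25% DMSO | Times: 48 h at 30 °C | Technique: OD615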
MRP-1 activ = activates MRP-1; hit rate 0.61% among 140,000; viability increase, % at 10 µM; H69AR cells + doxorubicin, viability rescue, CellTiter-Glo; AID 799;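 active = viability gain under doxorubicin at or above a set limit, the compound median plus 3 SD, cut at about 4.7% in these data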;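 note: MRP-1 overexpressing cells given doxorubicin 25 µM after compound pretreatment; 18-22 h compound pretreatment then 72 h with doxorubicin before readout; 0% = doxorubicin-only wells and 100% = vehicle-treated cells without doxorubicin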
BB579 growth dn = reduces growth of yeast BB579 in restrictive medium. S. cerevisiae BB579 growth, OD615, 48 h. hit rate 0.51% among 140,000. inhibition, % at 10 µM;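 active = inhibition above a set limit, 3 SD over the mean compound inhibition, cut at about 44% in these data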; note: inactives centre near -24
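test system = yeast BB579 (DeaD) | buffer or medium = restrictive CSMM-D medium | doses = single compound dose of 10 µM, 0.25% DMSO final | times = 4 h preincubation and 48 h exposure at 30 °C | technique = culture absorbance at 615 nm | benchmarks = amphotericin B 10 µg/mL, positive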
HCT116 PTEN-null = growth suppressors of cells with PTEN tumor suppressor deletion; viability, % at 10 µM; AID 827; HCT116 PTEN-null viability, CellTiter-Glo, 60 h; hits give low values; hit rate 1.2% among 140,000;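 active = viability at or below a set limit, 4 SD under the median of all tested compounds, cut at about 3.7% in these data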;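 note: PTEN knockout HCT116 line with beta catenin targeted HCT116 as companion control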
GALR2 blocker = GALR2 (human) receptor antagonism. O43603. GALR2-expressing cells, antagonist mode. inhibition, % at 4 µM. hit rate 0.39% among 140,000; in the data active = inhibition above about 27%;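 note: cells stimulated with galanin 1-16 at roughly its EC80; 0% = agonist challenge control and 100% = basal control without agonist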
Target sequence (O43603 whole entry, looked up): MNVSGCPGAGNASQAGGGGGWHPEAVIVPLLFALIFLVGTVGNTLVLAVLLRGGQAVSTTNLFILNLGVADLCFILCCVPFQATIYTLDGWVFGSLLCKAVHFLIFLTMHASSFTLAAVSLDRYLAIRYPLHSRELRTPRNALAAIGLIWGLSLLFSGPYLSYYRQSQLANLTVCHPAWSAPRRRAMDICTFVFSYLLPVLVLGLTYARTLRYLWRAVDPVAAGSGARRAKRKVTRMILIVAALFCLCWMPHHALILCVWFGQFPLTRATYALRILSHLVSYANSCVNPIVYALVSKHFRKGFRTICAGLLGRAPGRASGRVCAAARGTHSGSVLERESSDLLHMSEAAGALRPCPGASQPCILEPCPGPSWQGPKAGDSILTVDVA
E-sel TNF inh = blocks E-selectin expression induced by TNF alpha | hit rate 0.71% among 120,000 | HUVEC TNFa-induced E-selectin immunofluorescence, high content | AID 1246 | inhibition, % at 2 µM;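 active = inhibition above the batch mean plus 3 SD, and confirmed as a hit on visual image review, cut at about 43% in these data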;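 note: 0% = TNF-stimulated DMSO wells and 100% = unstimulated control wells; not every result past the cut was called active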
* hit, by the source's call. Compounds as they come. About 6.4% of those tested had a hit in this group.

For OC(CNCC1CCCO1)Cn1c2ccc(Br)cc2c2cc(Br)ccc21 (configuration not stated) the results were NPY Y2 blocker 3, HCT116 bCat-KO 1.5*, Measles CPE 4, MRP-1 activ -8.3, BB579 growth dn 99*, HCT116 PTEN-null 1.3*, GALR2 blocker -16 and E-sel TNF inh -6.
Cc1cc2c(cc1C)CSC(c1ccccc1OC(=O)C(C)(C)C)SC2 was read as NPY Y2 blocker 2, Phagocyt inh 0, HCT116 bCat-KO 87, Measles CPE 18, Yeast lifespan up -3, MRP-1 activ -0.1, BB579 growth dn -28, HCT116 PTEN-null 78, GALR2 blocker 19 and E-sel TNF inh -5.
For Nc1ccc(C2CCCc3nonc32)c2nonc12 (configuration not stated) the results were NPY Y2 blocker -1, Phagocyt inh -2, HCT116 bCat-KO 91, Measles CPE 5, Yeast lifespan up -4, MRP-1 activ -1.2, BB579 growth dn 1, HCT116 PTEN-null 98, GALR2 blocker 3 and E-sel TNF inh 19.
Cc1ccc(C(=O)NCC(=O)NCC(=O)OCC(=O)c2ccc([N+](=O)[O-])cc2)cc1 was read as NPY Y2 blocker 2, Phagocyt inh 0, HCT116 bCat-KO 95, Measles CPE 3, Yeast lifespan up -13, MRP-1 activ -5.0, BB579 growth dn -43, HCT116 PTEN-null 93, GALR2 blocker 4 and E-sel TNF inh 10.
For CC1CC(C)CN(S(=O)(=O)c2cccc(C(=O)OCCN3CCCC3=O)c2)C1 (configuration not stated) the results were NPY Y2 blocker 4, Phagocyt inh 0, HCT116 bCat-KO 89, Measles CPE 24, Yeast lifespan up -6, MRP-1 activ -2.5, BB579 growth dn 4, HCT116 PTEN-null 88, GALR2 blocker 3 and E-sel TNF inh -3.
CCC(=O)Nc1nnc(-c2ccncc2)s1 was read as NPY Y2 blocker 1, Phagocyt inh -1, HCT116 bCat-KO 86, Measles CPE 4, Yeast lifespan up -24, MRP-1 activ -2.7, BB579 growth dn -40, HCT116 PTEN-null 84, GALR2 blocker 4 and E-sel TNF inh 27.
`CCOc1ccc(NC(=O)CN(C)CC(=O)Nc2cc(Cl)ccc2C#N)cc1OCC` gave NPY Y2 blocker -2, Phagocyt inh -1, HCT116 bCat-KO 97, Measles CPE 3, Yeast lifespan up -8, MRP-1 activ -4.0, BB579 growth dn -13, HCT116 PTEN-null 87, GALR2 blocker 0 and E-sel TNF inh 4.
For CCCn1c(SCc2ccccn2)nc2c1c(=O)n(C)c(=O)n2C the results were NPY Y2 blocker 2, Phagocyt inh -2, HCT116 bCat-KO 105, Measles CPE 3, Yeast lifespan up -8, MRP-1 activ -0.3, BB579 growth dn -14, HCT116 PTEN-null 96, GALR2 blocker 0 and E-sel TNF inh -31.
CCN(CC)S(=O)(=O)c1cccc(C(=O)N[C@H](C(=O)OCC(=O)Nc2ccccc2)C(C)C)c1 was read as NPY Y2 blocker 5, Phagocyt inh 0, HCT116 bCat-KO 104, Measles CPE 9, Yeast lifespan up -6, MRP-1 activ -0.6, BB579 growth dn -68, HCT116 PTEN-null 114, GALR2 blocker -19 and E-sel TNF inh 12.
For Brc1ccc2ncnc(Nc3ccc(N4CCOCC4)cc3)c2c1 the results were NPY Y2 blocker 1, Phagocyt inh -1, HCT116 bCat-KO 51, Measles CPE 9, Yeast lifespan up -7, MRP-1 activ -2.8, BB579 growth dn -4, HCT116 PTEN-null 52, GALR2 blocker -3 and E-sel TNF inh -25.
Cc1ccc(S(=O)(=O)NC(N)=NCCc2ccc(Cl)cc2)cc1C was read as NPY Y2 blocker 1, Phagocyt inh 3, HCT116 bCat-KO 90, Measles CPE 3, Yeast lifespan up 0, MRP-1 activ -1.7, BB579 growth dn -4, HCT116 PTEN-null 95 and GALR2 blocker 4.
Screening O=C1C2C3c4ccccc4C(c4ccccc43)C2c2nc3ccccc3n21 (configuration not stated) returned NPY Y2 blocker 11, HCT116 bCat-KO 65, Measles CPE 8, MRP-1 activ -2.3, BB579 growth dn -9, HCT116 PTEN-null 62, GALR2 blocker 0 and E-sel TNF inh 16.
Screening N#Cc1ccc(OCCN2C(=O)NC3(CCSC3)C2=O)cc1 (configuration not stated) returned NPY Y2 blocker -1, Phagocyt inh 0, HCT116 bCat-KO 97, Measles CPE 2, Yeast lifespan up -14, MRP-1 activ -2.3, BB579 growth dn -6, HCT116 PTEN-null 93 and GALR2 blocker 2.
For CC1CCN(C(=O)CN2C(=O)c3ccccc3S2(=O)=O)CC1 the results were NPY Y2 blocker 1, Phagocyt inh -4, HCT116 bCat-KO 96, Measles CPE 15, Yeast lifespan up -2, MRP-1 activ 0.0, BB579 growth dn -21, HCT116 PTEN-null 99 and GALR2 blocker 6.
For COc1ccc(S(=O)(=O)N2CCC(C(=O)N3CCc4ccccc4C3)CC2)cc1Cl the results were NPY Y2 blocker 4, Phagocyt inh 0, HCT116 bCat-KO 96, Measles CPE 17, Yeast lifespan up -8, MRP-1 activ -4.7, BB579 growth dn -10, HCT116 PTEN-null 79, GALR2 blocker 5 and E-sel TNF inh 12.
Screening COc1ccc(/C=C/C(=O)c2ccccc2)cc1COc1ccccc1F returned NPY Y2 blocker 9, HCT116 bCat-KO 7, Measles CPE 39, Yeast lifespan up 2, MRP-1 activ -6.5, BB579 growth dn -35, HCT116 PTEN-null 5, GALR2 blocker -2 and E-sel TNF inh 14.
For COc1ccccc1-n1cnc2cc(NS(=O)(=O)c3ccc(Br)cc3)ccc21 the results were NPY Y2 blocker 3, Phagocyt inh -2, HCT116 bCat-KO 87, Measles CPE 17, Yeast lifespan up 5, MRP-1 activ -3.1, BB579 growth dn -42, HCT116 PTEN-null 83, GALR2 blocker 13 and E-sel TNF inh 15.
COc1ccc(C(=O)N2CCN(C(=O)c3ccco3)CC2)cc1 was read as NPY Y2 blocker 5, Phagocyt inh -2, HCT116 bCat-KO 97, Measles CPE 5, Yeast lifespan up -7, MRP-1 activ 0.0, BB579 growth dn -50, HCT116 PTEN-null 106, GALR2 blocker 12 and E-sel TNF inh 5.
`O=C1C(C=NCc2ccncc2)=C(O)c2ccccc21` gave NPY Y2 blocker -1, Phagocyt inh 0, HCT116 bCat-KO 95, Measles CPE 19, Yeast lifespan up 10, MRP-1 activ -0.8, BB579 growth dn -73, HCT116 PTEN-null 112, GALR2 blocker 0 and E-sel TNF inh 21.
`Cc1cccc(NC(=S)N2CCC(N(C)CC3CCCO3)CC2)c1C` (configuration not stated) gave NPY Y2 blocker -1, HCT116 bCat-KO 91, Measles CPE 14, Yeast lifespan up -2, MRP-1 activ -1.9, BB579 growth dn -27, HCT116 PTEN-null 86, GALR2 blocker 3 and E-sel TNF inh 10.
For COc1cc(-c2noc(-c3ccco3)n2)cc(OC)c1OC the results were NPY Y2 blocker 1, Phagocyt inh 0, HCT116 bCat-KO 92, Measles CPE 9, Yeast lifespan up -9, MRP-1 activ -1.5, BB579 growth dn -25, HCT116 PTEN-null 84, GALR2 blocker -5 and E-sel TNF inh -29.
`O=C(O)C1Cc2ccccc2CN1C(=O)c1ccccc1Cl` (configuration not stated) gave NPY Y2 blocker 4, Phagocyt inh 1, HCT116 bCat-KO 88, Measles CPE 5, Yeast lifespan up 4, MRP-1 activ -1.9, BB579 growth dn -35, HCT116 PTEN-null 96, GALR2 blocker 7 and E-sel TNF inh -11.
O=C(CSc1cn(CCNC(=O)c2ccc3ccccc3c2)c2ccccc12)NCc1ccco1 was read as NPY Y2 blocker -1, Phagocyt inh 0, HCT116 bCat-KO 62, Measles CPE 7, Yeast lifespan up -7, MRP-1 activ -2.6, BB579 growth dn -17, HCT116 PTEN-null 59 and GALR2 blocker 13.
`CC(C)NC(=O)CC(=O)N/N=C/c1ccccc1F` gave NPY Y2 blocker 3, HCT116 bCat-KO 95, Measles CPE 20, Yeast lifespan up -5, MRP-1 activ -2.0, BB579 growth dn 1, HCT116 PTEN-null 94, GALR2 blocker -6 and E-sel TNF inh 32.
Screening O=C(NCCCn1ccnc1)Nc1ccc(Cl)c(Cl)c1 returned NPY Y2 blocker 1, Phagocyt inh 0, HCT116 bCat-KO 78, Measles CPE 7, Yeast lifespan up -12, MRP-1 activ -0.6, BB579 growth dn -28, HCT116 PTEN-null 91 and GALR2 blocker 7.
For COC(=O)c1ccc(CSc2nc3ccccc3c(=O)n2-c2ccc(OC)c(OC)c2)o1 the results were NPY Y2 blocker 4, Phagocyt inh -2, HCT116 bCat-KO 90, Measles CPE 4, Yeast lifespan up -14, MRP-1 activ -1.3, BB579 growth dn -58, HCT116 PTEN-null 85, GALR2 blocker 4 and E-sel TNF inh 13.
`c1ccc(-c2csc3ncnc(-n4cnc5ccccc54)c23)cc1` gave NPY Y2 blocker 6, Phagocyt inh 1, HCT116 bCat-KO 75, Measles CPE 29, Yeast lifespan up -6, MRP-1 activ -0.9, BB579 growth dn -50, HCT116 PTEN-null 93, GALR2 blocker 1 and E-sel TNF inh -61.
`CCC(C)(C)n1nnnc1C(c1ccc2ncccc2c1)N1CCCC(C)C1` (configuration not stated) gave NPY Y2 blocker 18*, HCT116 bCat-KO 76, Measles CPE 1, MRP-1 activ -3.9, BB579 growth dn -24, HCT116 PTEN-null 77, GALR2 blocker -5 and E-sel TNF inh -17.
COc1ccc(NC(=O)C2CCC(=O)N2)cc1 (configuration not stated) was read as NPY Y2 blocker 1, Phagocyt inh 0, HCT116 bCat-KO 89, Measles CPE 8, Yeast lifespan up -9, MRP-1 activ -0.8, BB579 growth dn -36, HCT116 PTEN-null 84 and GALR2 blocker 1.
For CCOCCCNC(=O)c1c(C)[nH]c(C(=O)OCC)c1C the results were NPY Y2 blocker 2, Phagocyt inh -2, HCT116 bCat-KO 95, Measles CPE 5, Yeast lifespan up -16, MRP-1 activ -2.0, BB579 growth dn -35, HCT116 PTEN-null 96, GALR2 blocker 8 and E-sel TNF inh -5.
CC1CCN(S(=O)(=O)c2ccc3ccccc3c2)CC1 was read as NPY Y2 blocker 1, Phagocyt inh -1, HCT116 bCat-KO 100, Measles CPE 13, Yeast lifespan up 3, MRP-1 activ -0.9, BB579 growth dn -16, HCT116 PTEN-null 101, GALR2 blocker -4 and E-sel TNF inh 7.
Screening COc1ccc(N(CC(=O)NC2CCCCCC2)S(=O)(=O)c2c(C)nn(C)c2C)cc1 returned NPY Y2 blocker 1, Phagocyt inh 2, HCT116 bCat-KO 81, Measles CPE 3, Yeast lifespan up -6, MRP-1 activ -0.5, BB579 growth dn 16, HCT116 PTEN-null 97, GALR2 blocker -5 and E-sel TNF inh 8.
Screening CCNC(=S)NNC(=O)c1cc(Br)cs1 returned NPY Y2 blocker 4, Phagocyt inh 0, HCT116 bCat-KO 97, Measles CPE 4, Yeast lifespan up 0, MRP-1 activ -0.3, BB579 growth dn 6, HCT116 PTEN-null 107, GALR2 blocker 13 and E-sel TNF inh -8.
Screening c1cc2c(cc1C1CCCN1)OCCCO2 (configuration not stated) returned NPY Y2 blocker 1, Phagocyt inh 0, HCT116 bCat-KO 88, Measles CPE 1, Yeast lifespan up -7, MRP-1 activ -1.5, BB579 growth dn -52, HCT116 PTEN-null 94, GALR2 blocker 2 and E-sel TNF inh 17.
S=c1[nH]nc(-c2ccc3ccccc3n2)n1-c1ccccc1Cl was read as NPY Y2 blocker 8, Phagocyt inh -5, HCT116 bCat-KO 85, Yeast lifespan up -2, MRP-1 activ -1.8, BB579 growth dn -4, HCT116 PTEN-null 93 and GALR2 blocker 10.
